Source: PubChem
TWEAK Fn14 block: TWEAK-Fn14 signaling inhibition; TWEAK-stimulated Fn14 reporter cells, luciferase luminescence, 8 h; inhibition, % at 10 µM; 360,000 compounds, 2% hits; in the data active = inhibition above about 50%
NOD2-RIPK2 inh: NOD2-RIPK2 protein interaction inhibition; O43353; CHO BLA complementation NOD2-RIPK2, CCF4 ratio; inhibition, % at 4.98 µM; 360,000 compounds, 0.38% hits; AID 624267; in the data active = inhibition above about 21%;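 note: 0% = vehicle only and 100% = reference blocker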
ABHD5-PLIN5 inh: inhibitors of human ABHD5-perilipin-5 interaction; Q00G26+Q8WTS1; Split G. princeps luciferase complementation, luminescence, 4 h; inhibition, % at 4 µM; 360,000 compounds, 0.78% hits; AID 602281;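 active = inhibition above the mean inhibition across every tested compound plus 3 SD, cut at about 22% in these data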;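 note: 0% = DMSO only wells and the 100% control is not disclosed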
Target sequence (Q00G26 whole entry, looked up): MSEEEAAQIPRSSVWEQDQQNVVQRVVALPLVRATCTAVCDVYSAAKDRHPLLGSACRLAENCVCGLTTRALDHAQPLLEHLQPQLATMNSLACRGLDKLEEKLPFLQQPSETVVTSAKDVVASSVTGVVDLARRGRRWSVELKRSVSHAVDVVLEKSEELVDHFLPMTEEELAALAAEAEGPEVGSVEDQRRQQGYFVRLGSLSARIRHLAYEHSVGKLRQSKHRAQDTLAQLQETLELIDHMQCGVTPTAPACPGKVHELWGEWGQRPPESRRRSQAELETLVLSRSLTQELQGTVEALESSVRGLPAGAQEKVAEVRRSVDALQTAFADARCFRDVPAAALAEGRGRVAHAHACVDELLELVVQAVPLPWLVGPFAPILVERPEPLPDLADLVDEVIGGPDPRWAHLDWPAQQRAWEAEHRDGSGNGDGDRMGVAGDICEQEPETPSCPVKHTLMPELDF
Target sequence (Q8WTS1 whole entry, looked up): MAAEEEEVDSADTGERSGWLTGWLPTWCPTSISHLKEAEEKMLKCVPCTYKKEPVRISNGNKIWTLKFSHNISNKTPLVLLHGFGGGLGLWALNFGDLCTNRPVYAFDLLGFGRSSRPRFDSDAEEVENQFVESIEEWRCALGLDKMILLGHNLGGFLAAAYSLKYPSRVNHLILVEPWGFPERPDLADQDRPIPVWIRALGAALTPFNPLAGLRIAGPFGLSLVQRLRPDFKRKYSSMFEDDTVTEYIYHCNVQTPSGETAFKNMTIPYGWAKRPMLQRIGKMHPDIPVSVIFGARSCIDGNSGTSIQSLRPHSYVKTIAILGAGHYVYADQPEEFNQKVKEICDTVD
COUP-TFII inh: NR2F2 (human) inhibition, primary screen | P24468 | HEK293T NGFI-A luciferase reporter, luminescence | inhibition, % at 8.6 µM | 370,000 compounds, 0.7% hits;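 active = inhibition above a per-plate cutoff, mean inhibition of test wells between control levels plus 3 SD, cut at about 38% in these data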;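 note: cells cotransfected with COUP-TFII expression vector driving the NGFI-A reporter; 0% = median of COUP-TF2 test wells and 100% = reporter-only cells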
LRH-1 inv ag: NR5A2 inverse agonism in reporter assay | inhibition, % at 3.6 µM | 360,000 compounds, 0.13% hits | AID 602396 | HEK293T StAR-luciferase reporter, LRH-1 transfected, 24 h | O00482;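 active = inhibition above the mean inhibition of all tested compounds plus 3 SD, cut at about 73% in these data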;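 note: 0% = DMSO wells and 100% = reporter-only cells lacking LRH-1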
TROY NFkB inh: inhibitors of TROY-dependent NF-kB signaling. inhibition, % at 10 µM. 360,000 compounds, 0.98% hits. AID 1347056. Q293 LMP1-TROYcd NF-kB luciferase reporter, 4 h;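 active = compounds whose plate-normalised and pattern-corrected inhibition of the luciferase reporter signal at the single screening dose is 50% or more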
Exocytosis inh: lytic granule exocytosis inhibition. TALL-104 LAMP-1 surface exposure, flow cytometry; cells stimulated with thapsigargin and PMA. inhibition, % at 10 µM. 360,000 compounds, 0.66% hits;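 active = inhibition above about 55%, limit read from the data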
NCOA2 inhibitor: human SRC2 (NCOA2) inhibition; HEK293 GAL4-SRC2 luciferase reporter, luminescence; inhibition, % at 9 µM; 370,000 compounds, 0.17% hits; AID 651957;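 active = inhibition above the mean inhibition of all tested compounds plus 3 SD, set per campaign, cut at about 52% in these data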;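 note: 0% = DMSO treated cells and 100% = cells given Gossypol at 36 µM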
SRC3 inh: human NCOA3 inhibition; HEK293 GAL4-SRC3 luciferase reporter, luminescence; 360,000 compounds, 0.17% hits; inhibition, % at 3.6 µM;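 active = inhibition above a per-campaign cutoff, the mean of all compounds plus 3 SD, cut at about 60% in these data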;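 note: 0% = DMSO-treated cells and 100% = gossypol-treated cells at 36 µM; higher means less SRC3-driven luciferase light from the GAL4 reporter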
NCOA1 inh: human NCOA1 inhibition | Q15788 | HEK293 GAL4-SRC1 luciferase reporter, luminescence | inhibition, % at 3.6 µM | 360,000 compounds, 0.12% hits;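 active = inhibition above the campaign mean plus 3 SD, with each screening campaign given its own cutoff, cut at about 60% in these data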;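 note: 0% = DMSO treated cells and 100% = gossypol at 36 µM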
TLR9-MyD88 inh: TLR9-MyD88 interaction inhibition; inhibition, % at 4.98 µM; 340,000 compounds, 0.21% hits; CHO BLA complementation TLR9-MyD88, CCF4 FRET ratio;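 active = inhibition above the mean over all tested compounds plus 3 SD, cut at about 21% in these data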;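 note: 0% = DMSO only wells and 100% = clavulanate BLA inhibitor control wells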
Starred values were filed as active, the others as inactive; / = no result given.

SMILES	TWEAK Fn14 block	NOD2-RIPK2 inh	ABHD5-PLIN5 inh	COUP-TFII inh	LRH-1 inv ag	TROY NFkB inh	Exocytosis inh	NCOA2 inhibitor	SRC3 inh	NCOA1 inh	TLR9-MyD88 inh
CSc1ccc(S(=O)(=O)NCC(=O)OCC(=O)NCc2ccco2)cc1[N+](=O)[O-]	4	5	2	-11	4	-5	-4	11	7	-4	1
O=C(NC1CCN(C(=S)NCc2ccco2)CC1)C1CCCCC1	-5	-5	-8	-16	29	-14	1	-6	16	0	2
CC(=O)Oc1ccc(N(C(C)=O)S(=O)(=O)c2ccccc2)c2ccccc12	-7	6	5	-8	45	7	6	-1	-3	10	2
COc1ccccc1CNC(=O)COC(=O)C12CC3CC(CC(O)(C3)C1)C2	4	-4	4	-5	-5	-27	-2	-3	0	6	5
Cc1ccccc1C(=O)NC(=S)Nc1ccc(Cc2ccncc2)cc1	-2	-11	-1	-5	9	21	2	-22	-1	14	-7
COCCCNC(=O)c1ccc(OC)c(OC2CCN(C(C)C)CC2)c1	-15	-4	7	1	6	-14	2	-3	-8	13	-5
O=C(CN1CCOCC1)Nc1ccc(F)cc1	12	8	4	-25	10	17	-10	-2	3	16	-3
CCCC12CN3CC(C)(CN(C1)C3c1ccc(OC)cc1)C2=O (stereo unspecified)	-21	-10	0	4	-3	-9	-2	-11	8	4	-6
CC(=O)N/C(=C/c1ccc(OS(=O)(=O)c2ccc(C)cc2)cc1)C(=O)NCCO	-3	-17	-1	6	-1	-2	2	8	10	-9	6
CCCN1CC=C2C(C#N)=C(N)C(C#N)(C#N)C(c3cc(OC)ccc3OC)C2C1 (stereo unspecified)	-1	-12	2	-8	-3	-3	1	-1	2	12	2
C=C1C(C(=O)Nc2ccc(OC)cc2)C1C(=O)Nc1ccc(OC)cc1 (stereo unspecified)	-24	-19	-9	-10	0	14	-1	4	11	-3	-5
COc1ccc(CCc2cc(OC)c(OC)c(OC)c2)cc1	-6	8	-4	-39	17	11	7	-2	2	-11	8
Cn1ccc(C(=O)Nc2ccc3c(c2)OCCO3)n1	33	-16	0	-30	-98	-33	9	-45	-56	-87	-5
COc1ccc(-c2ccc(=O)[nH]n2)cc1	-1	-7	4	/	2	8	-1	/	-39	-1	-8
COc1ccc(C2NC(=O)CCC2[N+](=O)[O-])c(OC)c1 (stereo unspecified)	6	1	-3	14	4	15	5	18	-3	15	-6
COc1cc(S(=O)(=O)NCCCn2ccnc2)ccc1Cl	7	8	2	-8	7	9	-1	-13	12	13	0
CCCCn1cnc2sc(-c3ccccc3)cc2c1=O	-6	3	-2	-54	-155	-53	0	-37	-71	-99	-6
COc1ccc(-c2noc(CN(C)C(=O)CCN3C(=O)[C@H]4CC=CC[C@H]4C3=O)n2)cc1	9	8	0	10	-1	-10	-6	-12	-27	3	-4
COc1ccccc1NC(=O)CCCCC(=O)Nc1ccccc1OC	1	-5	-1	-7	-10	16	-10	-5	-8	-4	4
CCCN(CC(=O)Nc1ccccc1C)C(=O)COc1ccc2c(c1)CCC2	-13	9	6	-3	-7	-20	-2	10	-6	14	-6
CN1CCN(C(=O)c2ccccc2N(Cc2ccccc2)S(=O)(=O)c2ccccc2)CC1	-4	-3	-3	-3	1	11	3	-17	12	-10	-2
CCC(=O)NC(=S)Nc1ccc(N2CCOCC2)cc1	-4	0	5	-20	-54	-50	1	-66	-31	-40	-1
CC(C)Oc1ccc(CSc2nnc3n(C)c(=O)c4c5c(sc4n23)CCCC5)cc1	-4	2	6	-22	-8	-4	4	6	-10	12	-2
NC(=O)CC(NC(=O)Cc1ccc(Br)cc1)c1ccc(NCCc2ccc(F)cc2)c([N+](=O)[O-])c1 (stereo unspecified)	-13	13	5	-1	21	9	5	11	-12	4	4

One compound at a time, from the list above. Order of screens: TWEAK Fn14 block, NOD2-RIPK2 inh, ABHD5-PLIN5 inh, COUP-TFII inh, LRH-1 inv ag, TROY NFkB inh, Exocytosis inh, NCOA2 inhibitor, SRC3 inh, NCOA1 inh, TLR9-MyD88 inh
COc1ccc(C2NC(=O)CCC2[N+](=O)[O-])c(OC)c1 (stereo unspecified) reads 6, 1, -3, 14, 4, 15, 5, 18, -3, 15, -6
NC(=O)CC(NC(=O)Cc1ccc(Br)cc1)c1ccc(NCCc2ccc(F)cc2)c([N+](=O)[O-])c1 (stereo unspecified) reads -13, 13, 5, -1, 21, 9, 5, 11, -12, 4, 4
CCC(=O)NC(=S)Nc1ccc(N2CCOCC2)cc1 reads -4, 0, 5, -20, -54, -50, 1, -66, -31, -40, -1

Next results.
SMILES	TWEAK Fn14 block	NOD2-RIPK2 inh	ABHD5-PLIN5 inh	COUP-TFII inh	LRH-1 inv ag	TROY NFkB inh	Exocytosis inh	NCOA2 inhibitor	SRC3 inh	NCOA1 inh	TLR9-MyD88 inh
CC(C)(C)CNC(=O)C1(C)CCN1C(=O)C1(c2ccccc2)CC1 (stereo unspecified)	-11	-3	3	6	4	5	2	-3	6	3	/
CN(C(=O)c1ccccn1)c1nnc(-c2cccnc2)s1	3	-1	2	-3	-18	-16	0	-16	-16	-22	2
COc1ccc(CNC(=O)C2CCC(=O)N(C3CCCCCC3)C2)c(OC)c1 (stereo unspecified)	-5	4	-1	-7	6	13	-4	-3	-11	5	-8
Cc1cccnc1C(NC(=O)C1CCN(CCCOc2ccccc2)CC1)c1ccc(F)cc1 (stereo unspecified)	-7	1	0	-2	-8	-5	0	-13	-20	-6	/
O=C(NCCC(=O)N1CCC2(CC1)NCCc1[nH]cnc12)c1ccc(Br)cc1	-12	-3	-2	0	13	-9	-5	-11	0	6	-5
COc1ccc(CNC(=O)C[C@H]2C[C@H](C(=O)N3CCOCC3)[C@@]3(C)c4[nH]c5cc(-c6ccco6)ccc5c4CCN3C2=O)cc1OC	-10	-4	14	-2	-6	-6	-4	13	-3	-14	-5
COc1ccccc1OCC(=O)Nc1cc(C(F)(F)F)ccc1-n1cncn1	-1	6	5	-14	-18	-7	1	-18	-1	24	-5
COc1ccc(-n2c(SCC(=O)NCC3CCCO3)nc3n[nH]c(C)c3c2=N)cc1 (stereo unspecified)	0	-4	5	22	12	7	-4	-44	6	-2	1
Cn1c2ccccc2c2cc(/C=N/NC(=O)c3ccc(N)cc3)ccc21	-12	-7	-7	-20	8	-14	22	-34	2	-14	-11
FC(F)Oc1ccc(NC(=S)NC2CCSc3ccccc32)cc1 (stereo unspecified)	1	-1	-15	-8	1	38	1	19	-20	5	-5
CCOC(=O)C1=CN(Cc2cccc(F)c2)S(=O)(=O)NC1c1ccc2ccccc2c1 (stereo unspecified)	21	0	-6	5	-31	19	0	5	12	15	-8
CN(CC(=O)NC1CC1)S(=O)(=O)c1ccc(Br)cc1	5	-18	12	-13	-5	-11	-4	-26	3	-26	11
CC(Oc1ccc2ccc(=O)oc2c1)C(=O)NC(Cc1c[nH]c2ccc(O)cc12)C(=O)O (stereo unspecified)	4	-2	-3	-6	-18	12	0	-16	15	-22	-11
Cc1cc(NC(=O)CSc2nnc(-c3ccccc3C)n2C)no1	-8	6	-3	0	10	-5	-1	-14	-1	1	-11
CN1CCN(C(c2cccc(C(F)(F)F)c2)c2nnnn2C(C)(C)C)CC1 (stereo unspecified)	5	0	3	15	17	2	1	-7	15	-10	0
Cc1ccc(S(=O)(=O)Nc2ccccc2)cc1C(=O)N1CCCC1	12	-8	4	-8	14	14	-1	12	25	-18	-5
Cc1cccc(NC(=S)NCCN2CCOCC2)c1C	-3	-1	5	12	-9	11	-4	-22	13	9	9
CCOC(=O)C1=NNC2(CC(=O)N(c3cc(C)cc(C)c3)C2=O)C1 (stereo unspecified)	6	-5	5	5	12	-8	-4	-24	-3	8	6
CCCOc1ccc(C(=O)NCC(C)(C)N2CCOCC2)cc1	-8	1	0	0	3	7	3	9	18	18	-3
COC(=O)c1c(NC(=O)COC(=O)CNC(=O)c2ccco2)sc(C)c1C	4	-4	2	8	-5	5	-10	-12	21	-4	6
N=c1c2c3c(sc2nc2n1CCCCC2)CCCCC3	-23	-4	6	-17	-55	-10	0	-41	-30	-48	-7
CCc1cccc(C)c1NC(=O)c1cc(C)oc1C	9	5	-2	/	-4	-5	2	/	-11	-19	-1
COCCNc1nc2c(c(=O)n(Cc3ccc(OC)cc3)c(=O)n2C)n1C	4	4	-1	-1	7	2	0	-3	19	0	9
Nc1cc(C(=O)OCC(=O)NCc2ccc(F)cc2)ccc1Cl	-8	1	-4	-12	9	13	-1	15	-1	6	-4
COc1ccc(NC(=O)COC(=O)c2cc(C)oc2C)c([N+](=O)[O-])c1	-16	-10	6	-1	9	-7	0	-29	7	3	6
COc1ccc(/C=N/N=C2\SC(CC(=O)O)C(=O)N2c2ccccc2)c(OC)c1 (stereo unspecified)	-12	3	2	4	0	3	0	-7	-4	11	2
N#Cc1cccc(OC(=O)C2CCN(C(=O)c3ccc(F)cc3)CC2)c1	0	-5	-5	-5	9	-5	0	-19	1	2	1
Cc1nc(-c2ccc([N+](=O)[O-])cc2)nc2[nH]ccc(=O)c12	-3	-4	2	-6	-61	-31	7	-27	-90	-53	10
O=C(Nc1cccc(O)c1)c1cccc(C(=O)Nc2cccc(O)c2)c1	19	-14	0	5	14	-1	4	-9	-46	8	-1
N#Cc1c(NC(=O)CSc2nnc(-c3ccccc3)o2)sc2c1CCCC2	-18	-2	2	/	-47	22	0	/	-42	-22	1
CCCC12CN3CC(CCC)(CN(C1)C3c1ccco1)C2=O (stereo unspecified)	2	-11	-3	-6	23	2	-1	2	13	13	12
COc1ccc(NC(=O)CN2C(=O)C(C)SC(C)C2=O)c(OC)c1 (stereo unspecified)	-28	6	-9	-23	48	3	-4	-6	5	-13	10
CCc1ccc(/C=C2/Sc3ccccc3N(CC(=O)NCCCN3CCOCC3)C2=O)cc1	-22	7	-5	-19	-17	-24	66*	5	-21	-3	-1
Cc1ccc(C2=NNC(=Nc3ccc(F)cc3)SC2)cc1	22	1	-19	-28	-36	-12	1	-45	-24	-32	5
Cc1ccc(-c2n[nH]c(=S)n2/N=C/c2ccncc2)cc1	72*	-1	3	13	-6	27	0	12	33	30	6
O=C(c1cccc(-c2nnc(-c3ccccc3)o2)c1)N1CCCCCC1	-4	-12	0	-16	-37	-26	-1	-35	-45	-54	-4
CC(C)CCNC(=O)NC(=O)COc1ncnc2sccc12	-9	2	3	-16	1	-8	1	15	-1	-6	9
Cc1ccc(-c2nnn(CCC(=O)N3CCCCC3C)n2)cc1 (stereo unspecified)	-11	5	3	-17	-41	-41	6	-6	-45	-33	5
CCCC(CCC(=O)Nc1ccc(S(N)(=O)=O)cc1)C(=O)O (stereo unspecified)	-22	5	0	-46	-2	5	1	3	4	12	1
CCOc1ccc(CN2C(=O)CCC2(C)C(=O)NCc2cccnc2)cc1 (stereo unspecified)	11	-5	-3	-16	3	-1	3	-1	-42	-4	7
C=CCn1c(SCC(N)=O)nnc1-c1cc(Br)ccc1O	10	-2	-4	4	-3	-4	0	5	12	2	-3
CCCc1cc(C(=O)Nc2nccs2)cs1	24	7	-9	-37	-111	-70	-3	-23	-104	-167	-7
CC(c1ccccn1)N(CCN(C)C)C(=S)Nc1ccccc1F (stereo unspecified)	7	-6	1	-2	6	-7	1	12	15	-8	-7
CCOc1ccc(-n2nc(C(=O)NCCOC)c3ccccc3c2=O)cc1	0	-4	5	-23	5	-2	8	19	-12	2	9
CCOc1ccc(S(=O)(=O)Nc2nc3ccccc3nc2-n2ccc(=NC(=O)c3ccccc3C)cc2)cc1	-125	15	14	16	-7	-80	-5	19	-12	-5	-10

The list is partial. The share of hits here may be higher or lower than overall.
